# Lamin A splicing: changes lamin A minigene splicing in HeLa cells; HeLa LMNA splicing GFP/RFP minigene ratio, 48 h; Potency, µM (highest dose often 46.1 µM), inactives show at the top dose ratio change, negative = inhibition, hits mostly inhibitors; 200,000 tested, 0.01% active; AID 1487; active means well fitted inhibition curve with a large enough effect in the signal ratio, with a control signal flat, not every such curve was filed as active; inconclusive means small, poorly fitted or top-dose-only effect, or effect the other way, or a change in a side signal; the % refers to the signal ratio; further: potency means the concentration at half of the fitted maximal effect; on the % scale 0 is the no-effect control and ±100 the full control effect
#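 S3 HeLa cells stably expressing lamin A-EGFP splicing minigene plus DsRed2, 600 cells/well, 48 h compound exposure at 37C. Laser-scanning cytometry; analysed as GFP (500-530 nm)/RFP (575-640 nm) total intensity ratio; 0.5% DMSO vehicle.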
# CBFb RUNX1 block: blocks binding between human CBF-beta and RUNX1; Q01196+Q13951; 230,000 tested, under 10 active; AlphaScreen CBFb-His/RUNX1-biotin binding, biochemical; Potency, µM (doses to about 59.8 µM), for inactives: at the top dose activity, negative = inhibition, hits mostly inhibitors; further: % of control where 0% means no effect
# Target sequence (Q01196 whole entry, looked up): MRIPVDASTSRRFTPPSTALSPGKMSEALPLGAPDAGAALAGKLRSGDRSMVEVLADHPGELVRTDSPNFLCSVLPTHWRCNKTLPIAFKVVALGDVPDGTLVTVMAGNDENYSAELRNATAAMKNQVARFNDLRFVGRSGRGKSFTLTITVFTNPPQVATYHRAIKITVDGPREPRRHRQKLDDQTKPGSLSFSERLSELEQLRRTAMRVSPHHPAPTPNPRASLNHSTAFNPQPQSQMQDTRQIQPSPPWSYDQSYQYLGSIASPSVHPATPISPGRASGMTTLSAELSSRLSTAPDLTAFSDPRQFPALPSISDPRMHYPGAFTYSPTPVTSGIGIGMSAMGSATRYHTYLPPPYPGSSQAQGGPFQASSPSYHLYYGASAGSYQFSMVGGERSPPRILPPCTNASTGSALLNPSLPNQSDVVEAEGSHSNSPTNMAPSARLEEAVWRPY
# Target sequence (Q13951 whole entry, looked up): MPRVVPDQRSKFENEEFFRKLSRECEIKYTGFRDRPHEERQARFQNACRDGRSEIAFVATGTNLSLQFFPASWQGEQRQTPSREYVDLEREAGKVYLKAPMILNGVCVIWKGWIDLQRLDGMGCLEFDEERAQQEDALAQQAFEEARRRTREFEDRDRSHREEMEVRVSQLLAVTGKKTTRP
#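 Interaction loss through any mechanism counts as activity. Pre-formed complex of His-CBF-beta and biotin-RUNX1 (30 nM apiece) is incubated with compound 15 min, then with 50 ng nickel and 50 ng streptavidin beads for 90 min before AlphaScreen detection.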
# GAA glycogen mod: alters human alpha-glucosidase cleavage of glycogen | recombinant GAA, glycogen substrate, Amplex Red glucose oxidase fluorescence | Potency, µM (titrated, usually from 76.4 µM), inactives show top-dose activity change, negative = inhibition, usual class: inhibitors | 300,000 tested, 0.38% active | AID 2100;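 further: potency means the concentration at half of the fitted maximal effect; 0% = full enzyme reaction and -100% = no-enzyme basal signal; the screen sought inhibitors and activators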
#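 Recombinant enzyme (4 nM final) with compounds titrated up to 77 uM and bovine liver glycogen (30 ug) in citrate pH 5.0, 0.01% Tween-20, 37 C 40 min. Released glucose detected by Amplex Red/glucose oxidase (Ex 573/Em 610); AC50 from Hill fits.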
# GAA inh: alpha-glucosidase (human) inhibition | 200,000 tested, 0.005% active | Potency, µM (doses to about 76.9 µM), for the others: top-dose activity change, negative = inhibition, actives largely listed as inhibitors | AID 1466 | purified human GAA, 4-MU-alpha-glucoside fluorescence;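 further: potency means the concentration at half of the fitted maximal effect; plate controls were uninhibited enzyme wells for no effect and no-enzyme background for full effect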
#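 Fluorescence at Ex 365/Em 440 nm from 4-methylumbelliferone reported enzyme activity after 20 min at room temperature. Reactions used 4 nM enzyme and 400 uM substrate at pH 5.0; curves fitted with the Hill equation.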
# HTT aggregate: inhibitors of mutant huntingtin aggregate formation in PC12 cells | PC12 HttQ103-GFP aggregates, Acumen cytometry, 40 h | AID 1688 | Potency, µM (doses to about 46.1 µM), inactives show top-dose activity change, negative = inhibition, usual class: inhibitors | 220,000 tested, 1.1% active; further: potency means the concentration at half of the fitted maximal effect; on the % scale 0 is the no-effect control and ±100 the full control effect; nearly all actives have a fitted effect of over 60% in size
#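 Huntingtin Q103 exon 1–GFP aggregates in induced PC12 cells (100 nM tebufenozide) were quantified by cytometry from lysates, with compounds dosed in titration.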
# aGlu spleen mod: inhibits or activates alpha-glucosidase in human spleen homogenate | Potency, µM (titrated, usually from 79.9 µM), for inactives: at the highest dose activity change, negative = inhibition, actives largely listed as inhibitors | P10253 | 240,000 tested, 0.006% active | human spleen homogenate, 4-MU-alpha-glucoside fluorescence;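 further: potency means the concentration at half of the fitted maximal effect; 0% = enzyme with vehicle and -100% = no enzyme basal signal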
#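 Human spleen homogenate (1 ug) with 4-methylumbelliferyl-alpha-D-glucopyranoside (1 mM final) in 50 mM citrate/phosphate pH 5.0, 0.01% Tween-20; 40 min at 37 C. Stopped at pH 10; 4-MU fluorescence Ex 365/Em 440 nm; AC50 by Hill fit.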
# HTT ATP protect: Huntington cell model cytoprotection by ATP luminescence; AID 1471; Potency, µM (doses to about 56.4 µM), for the others: cytoprotection (ATP increase), actives largely listed as activators; 230,000 tested, 0.14% active; PC12 HTT-Q103 induced, cytoprotection, ATP luminescence, 40 h;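 further: potency means the concentration at half of the fitted maximal effect; % of control where 0% means no effect; nearly all actives have a fitted effect of over 45% in size; toxic huntingtin expression switched on by the ecdysone agonist tebufenozide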
#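 Cells were plated at 1500 per well in phenol red-free DMEM with 5% equine and 5% calf serum. Tebufenozide (100 nM final) and compounds were added, then ATPlite reagent, and luminescence was read.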
# The depositor's hits bear a star; ? = inconclusive; · = not tested or not shown; [ ] = another dose, or the depositor's remark. Unless noted, the call rests on the fitted dose curve; in most records, active means well fitted curve in the direction sought with a large enough effect; inconclusive means small, poorly fitted or top-dose-only effect, or another doubt; inactive means no such curve, though single readings can be large; an effect the other way counts as inactive or inconclusive.
SMILES,Lamin A splicing,CBFb RUNX1 block,GAA glycogen mod,GAA inh,HTT aggregate,aGlu spleen mod,HTT ATP protect
COc1ccc(CCc2nnc(CCC(=O)N(C)Cc3ccncc3C)o2)cc1,·,4.2%,14.5%,10.4%,6.6%[9.22 µM],-0.2%,16.6%[10 µM]
Cc1cc(Cl)cc(C)c1OCCCCN1CCOCC1,-9.8%,4.1%,-10.2%,2.2%,-15.6%,-2.2%,25.7%[10 µM]
C/C(=N\OCC(=O)N/N=C/c1ccccc1O)c1cccs1,?,-3.9%,-1.7%,-4.1%,-29.4%,-2.3%,9.8%
COCCNC(=O)/C(C#N)=C\c1ccc(CNS(=O)(=O)c2ccc(C)cc2)o1,·,-1.3%,0.0%,-8.6%,·,-6.5%,·
COc1ccc(C(=O)COC(=O)CCn2nnc(-c3cccc(O)c3OC)n2)cc1,8.1%,11.2%,0.1%,?,-2.1%,3.1%,-13.0%
O=C(NNS(=O)(=O)c1ccc(Cl)cc1)c1cc(-c2ccccc2)n[nH]1,·,8.2%,?,·,-13.9%[9.22 µM],5.6%,8.2%[10 µM]
Cc1cccc(C(=O)NC2CCCc3ccccc32)c1 (centres undefined),?,4.9%,11.9%,-2.6%,-1.9%[9.22 µM],-6.9%,3.2%[10 µM]
Cc1ccc(C(=O)NNC(=S)NC(=O)c2ccc(Cl)cc2)cc1,?,-9.2%,4.3%,-12.2%,?,1.4%,8.3%
CNC(=O)N(O)C1N(/N=C/c2cccnc2)C(=S)SC1(C)C (centres undefined),·,-5.8%,-8.3%,·,23.6%[9.22 µM],2.0%,17.6%[10 µM]
COc1ccc(/C=C/C(=O)c2ccccc2)cc1COc1ccccc1F,?,-1.2%,3.0%,-5.1%,-29.5%,-6.6%,-25.9%
COC(=O)C1=C(C)[C@@H](O)[C@@H](C)[C@H](c2c(OC)c(OC)c(C)c(OC)c2OC)O1,·,4.2%[13.1 µM],·,·,·,3.0%[17.4 µM],-39.3%[inhibitor][10 µM]
O=[N+]([O-])c1ccc(/C=N/n2c(C3CCCCC3)n[nH]c2=S)cc1,4.7%,-8.5%,-0.8%,-1.0%,0.6%,2.0%,-10.9%
CC(C)(C)NC(=O)COc1ccc(CNc2ncn[nH]2)cc1,13.7%[46 µM],9.7%,-4.7%,-10.8%,-14.7%[9.22 µM],3.1%,-6.6%[10 µM]
CC(C)CN(C)c1nc(N)c(C(=O)N=C(N)N)nc1Cl,-29.5%,7.0%,·,·,·,-4.7%,12.3%[1.9 µM]
COc1ccccc1NC(=O)c1cc([N+](=O)[O-])ccc1NCCN1C(=O)CCC1=O,·,-3.5%,9.0%,?,4.6%[9.22 µM],-1.1%,1.0%[10 µM]
COc1ccc(-c2ccc(CO)o2)cc1N,·,12.7%,0.7%,11.2%,4.2%[9.22 µM],-2.8%,-16.1%[10 µM]
O=C(Nc1ccc(OC(F)F)c(Cl)c1)Nc1ccc2c(c1)OCO2,?,1.1%,-3.9%,4.3%,11.2µM*,-2.5%,-1.8%[10 µM]
COC(=O)c1ccccc1NC(=O)N1CCN(c2ccc(F)cc2)CC1,26.0%[46 µM],-6.1%,-22.3%,-2.6%,-5.6%,-13.2%,18.1%
CNC(=S)Nc1ccc(Br)cc1,3.3%,1.7%,-3.7%,4.6%,-8.1%,-0.9%,8.7%[10 µM]
CC(=O)Nc1nc(-c2ccc(Cl)cc2)nc(C)c1C(C)=O,-14.3%,18.9%,3.4%,-1.6%,-12.0%,1.9%,-1.6%[10 µM]
CCCCNC(=O)C1CCCN(S(=O)(=O)c2ccc(S(=O)(=O)NCC(C)C)cc2)C1 (centres undefined),?,-1.2%,5.2%,-1.8%,12.8%,-0.1%,4.1%
O=C(Nc1cnn(C23CC4CC(CC(C4)C2)C3)c1)c1cnn2c(C(F)(F)F)cc(-c3ccco3)nc12,0.7%,1.4%,3.0%,-4.4%,-19.7%,-1.9%,8.9%[0.074 µM]
O=C(Nc1cc(S(=O)(=O)N2CCCCC2)ccc1Cl)c1ccccc1NS(=O)(=O)c1ccc(F)cc1,?,6.8%,5.8%,0.0%,3.16µM*,2.0%,-67.3%[inhibitor][10 µM]
COC(=O)Nc1nc2ccc(Sc3ccccc3)cc2[nH]1,?,-2.6%,3.1%,0.8%[15.4 µM],-14.3%,-3.0%,-207.3%[inhibitor][17.1 µM]
Cc1cc(NS(=O)(=O)c2ccc(NC(=S)NC(=O)c3ccc(C(C)(C)C)cc3)cc2)no1,?,-11.8%,11.8%,-7.7%,19.7%,6.9%,·
Cc1ccc(/C(O)=C2/C(=O)C(=O)N(CCN3CCOCC3)C2c2ccccn2)cc1 (centres undefined),-4.1%,-5.8%,-9.6%,2.5%,?,-6.8%,-17.2%
COc1ccc(OC2C=CC(C#Cc3ccccc3)OC2CO)cc1 (centres undefined),·,10.9%[13.1 µM],·,·,·,-6.1%[17.4 µM],-0.5%[10 µM]
c1ccc(-c2cnn3c(-c4ccccc4)c(-c4ccccc4)nc3n2)cc1,-9.4%,5.5%,17.0%,-0.2%,-8.0%,-1.9%,34.9%[10 µM]
c1ccc(OCCCCn2cnc3ccccc32)cc1,?,3.0%,-1.0%,-1.1%,-33.0%,-5.4%,-14.5%[0.074 µM]
CCOC(=O)CN(C(=O)CNC(=O)c1cccs1)C(C(=O)NC1CCCC1)c1cccnc1 (centres undefined),-0.3%,1.3%,4.6%,-4.1%,21.8%,-7.8%,11.1%
Cc1nnc(SCc2c(Cl)cccc2Cl)n(N)c1=O,·,1.4%,-9.2%,4.9%,-4.9%,-0.3%,-24.4%
c1ccc(C[n+]2csc3ccccc32)cc1,7.2%,-23.3%,1.9%,2.3%,-10.9%,0.7%,19.9%
COc1ccc(C(=O)NCc2ccc(S(N)(=O)=O)cc2)cc1[N+](=O)[O-],·,2.3%,-0.2%,1.2%,7.5%,4.0%,·
Cc1cc2ncc(-c3ncc(C(F)(F)F)cc3Cl)cn2n1,-2.1%,11.4%,-4.5%,-5.8%,10.5%,1.5%,-27.9%[10 µM]
CCOC(=O)c1[nH]c(C=O)c(C(=O)OCC)c1C,21.2%[46 µM],1.7%,-7.5%,7.2%,-23.9%[9.22 µM],-0.7%,-28.8%[10 µM]
O=C(NCc1ccccn1)c1cccs1,6.2%,8.6%,0.6%,-10.3%,-25.8%,1.3%,-1.6%
NNC(=O)CN1CCCc2ccccc21,-10.3%[46 µM],-1.7%,?,0.0%,3.3%,-11.3%,-18.0%[10 µM]
CCc1nnc(NC(=O)CCC(=O)NC2CCCCC2)s1,3.8%,0.1%,3.8%,-11.3%,24.5%,-9.2%,-12.0%[0.074 µM]
COc1cc(C(=O)N[C@H](C(=O)Nc2nnc(C3CC3)s2)C(C)C)cc(OC)c1OC,·,8.1%,-1.0%,?,7.5%[9.22 µM],3.0%,6.6%[10 µM]
COc1ccccc1N(O)C1CC(=O)N(c2ccc(F)cc2)C1=O (centres undefined),-9.7%,-8.8%,17.8µM*,2.2%,8.8%,-5.1%,8.4%[10 µM]
O=C(Nc1ccc(Cl)cc1)N1CCc2ccccc2C1,·,-3.8%,?,14.8%,-2.8%[9.22 µM],13.6%,-7.6%[10 µM]
COc1ccc(OCC(O)CN2CCN(c3ccccc3)CC2)cc1 (centres undefined),·,0.5%,-3.5%,1.6%,-2.2%[9.22 µM],-6.8%,-2.4%[10 µM]
CC1CCN(S(=O)(=O)c2cccc(C(=O)O)c2)CC1,9.1%,1.8%,-1.2%,0.2%,23.1%,-4.9%,4.0%
CCCCN(CCCC)C(=S)NC(=O)c1ccccc1Cl,?,6.0%,-7.7%,-1.5%,-31.6%,-5.7%,16.5%[10 µM]
Cc1ccc(C)c(NC(=O)c2ccccn2)c1,-12.0%,7.9%,5.8%,-9.1%,-1.8%,-9.5%,-28.2%[10 µM]
CCS(=O)(=O)Nc1cccc(-c2cc(-c3ccccc3)c3cc(C)ccc3n2)c1,?,-19.1%,9.2%,5.9%,0.7%,-1.5%,-19.2%[10 µM]
N#Cc1ccc(-c2ccccc2)nc1Sc1ccc(F)cc1,21.4%,2.3%,3.3%,0.1%,6.4%,-13.9%,-12.4%
CCOP1(=O)C=C(C(C)(C)C)OC1c1ccc(F)cc1 (centres undefined),4.3%,1.6%,-4.8%,-6.3%,-31.9%,-7.9%,5.8%
COc1ccc2nc(N3C(=O)CC(Cc4ccc(C)cc4)C3=O)sc2c1 (centres undefined),-16.6%,-5.9%,5.0%,-4.2%,10.8%,-20.7%,32.8%[10 µM]
CC(=O)NNC(=O)c1ccncc1,7.0%,1.2%,5.7%,-7.8%,12.4%,-12.3%,22.4%[10 µM]

# (next part)
SMILES,Lamin A splicing,CBFb RUNX1 block,GAA glycogen mod,GAA inh,HTT aggregate,aGlu spleen mod,HTT ATP protect
Cn1c(=O)c(=O)n(C)c2cc(S(=O)(=O)N3CCCCCC3)ccc21,10.5%,3.7%,7.7%,1.5%,-0.6%,-6.1%,-9.3%
CCOC(=O)CSCC(=O)Nc1ccc(S(=O)(=O)N2CCCCC2)cc1,-6.1%,-1.5%,-8.0%,-7.7%,0.0%,-16.2%,-0.3%
CN(C)C(=O)CCCCCCCCC(=O)N(C)C,-6.4%[46 µM],11.0%,4.3%,-0.4%[15.4 µM],-9.0%[9.22 µM],0.3%,11.5%[10 µM]
C=CCn1c(SCC(=O)N(C)C)nc2cc(C(=O)O)ccc2c1=O,-2.5%[46 µM],7.8%,-0.5%,6.8%,-4.6%,-3.2%,-39.5%[inhibitor]

# Record cards, as listed above.
# Entry for c1ccc(-c2cnn3c(-c4ccccc4)c(-c4ccccc4)nc3n2)cc1 = Lamin A splicing = -9.4%; CBFb RUNX1 block = 5.5%; GAA glycogen mod = 17.0%; GAA inh = -0.2%; HTT aggregate = -8.0%; aGlu spleen mod = -1.9%; HTT ATP protect = 34.9%[10 µM]
# Entry for O=C(NCc1ccccn1)c1cccs1 = Lamin A splicing = 6.2%; CBFb RUNX1 block = 8.6%; GAA glycogen mod = 0.6%; GAA inh = -10.3%; HTT aggregate = -25.8%; aGlu spleen mod = 1.3%; HTT ATP protect = -1.6%

# Screens from PubChem BioAssay.
